p53 PUMA act: mutant p53 pathway reactivation. SW480 PUMA-promoter luciferase. activation, % at 9.98 µM. 1.5% of 28,000 active; in the data active means activation above about 52%
STK33 kin inh: blocks human STK33 kinase activity | ADP-Glo luminescence, MBP substrate | inhibition, % at 12.5 µM | 0.44% of 27,000 active; in the data active means inhibition above about 20%
Target sequence (Q9BYT3 whole entry, looked up): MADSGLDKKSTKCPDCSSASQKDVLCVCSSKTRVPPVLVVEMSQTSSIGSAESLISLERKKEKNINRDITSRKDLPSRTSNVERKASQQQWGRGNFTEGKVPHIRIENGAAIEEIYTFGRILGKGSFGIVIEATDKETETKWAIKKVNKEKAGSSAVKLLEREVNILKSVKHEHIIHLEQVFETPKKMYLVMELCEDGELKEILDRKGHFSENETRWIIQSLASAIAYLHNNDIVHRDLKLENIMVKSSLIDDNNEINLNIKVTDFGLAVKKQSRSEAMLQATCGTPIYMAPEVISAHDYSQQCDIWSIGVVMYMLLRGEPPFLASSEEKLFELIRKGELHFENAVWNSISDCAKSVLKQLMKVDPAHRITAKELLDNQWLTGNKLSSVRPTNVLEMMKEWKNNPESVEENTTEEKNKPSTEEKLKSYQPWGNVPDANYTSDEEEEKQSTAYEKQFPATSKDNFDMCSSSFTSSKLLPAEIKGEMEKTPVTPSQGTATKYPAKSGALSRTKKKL
* marks the source's active call; other numbers are inactive results; · = no result given. Not all compounds are listed; the hit share may differ from the screen's.

cpd	Structure	p53 PUMA act	STK33 kin inh
1	C[C@H]1CN([C@@H](C)CO)C(=O)Cc2cc(NS(C)(=O)=O)ccc2O[C@H]1CN(C)C(=O)Nc1ccc(F)cc1	·	0.8
2	Cc1ccccc1-c1nc(S(=O)(=O)c2ccc(Cl)cc2)c(NCCN2CCOCC2)o1	0.8	-0.3
3	Cc1ccccc1-c1nnc(SCC(=O)Nc2ccc(F)c(Cl)c2)n1C	0.6	-0.3
4	COc1ccc(NC(=O)Nc2ccc3c(c2)C(=O)N([C@H](C)CO)C[C@H](C)[C@H](CN(C)Cc2ccc4c(c2)OCO4)OCCCC[C@@H](C)O3)cc1	·	3.2
5	Clc1cc(Cl)c2nc(Oc3cccc(N4CCOCC4)c3)sc2c1	15.8	·
6	CCN1CCN(Cc2c(C)[nH]c3ccc(Cl)cc3c2=O)CC1	-12.9	0.2
7	Nc1nc(SCc2nc(-c3ccccc3)no2)[nH]c(=O)c1-c1ccccc1	-0.6	3.5
8	C[C@H](CO)N1C[C@H](C)[C@H](CN(C)Cc2ccc(C(F)(F)F)cc2)Oc2ccc(NC(=O)Cn3cnnn3)cc2CC1=O	6.3	-4.0
9	COc1cccc(CN2CCN(C(=S)NCc3ccco3)CC2)c1	-2.2	-4.5
10	C[C@@H]1CCCCO[C@@H](CN(C)Cc2ccc3c(c2)OCO3)[C@@H](C)CN([C@H](C)CO)C(=O)c2cc(NC(=O)c3ccccc3)ccc2O1	·	3.8
11	Cc1noc(C)c1S(=O)(=O)N(C)C[C@@H]1OCCCC[C@@H](C)Oc2ccc(NC(=O)NC(C)C)cc2C(=O)N([C@H](C)CO)C[C@H]1C	7.9	·
12	C[C@H]1CN([C@@H](C)CO)C(=O)Cc2cc(NC(=O)Nc3ccc(C(F)(F)F)cc3)ccc2O[C@H]1CN(C)S(=O)(=O)c1ccc(F)cc1	-56.7	-1.1
13	C[C@H]1CN([C@@H](C)CO)C(=O)CCCn2nncc2CO[C@@H]1CN(C)Cc1ccccc1C(F)(F)F	·	2.1
14	Cc1ccc(-n2c(C)nnc2SCC(=O)Nc2cccc(C)c2C)cc1	-4.5	-3.0
15	C[C@H]1CN([C@@H](C)CO)C(=O)c2cccc(NC(=O)C3CCOCC3)c2O[C@H]1CN(C)C(=O)Nc1ccc(C(F)(F)F)cc1	-0.2	·
16	C[C@@H]1CN([C@@H](C)CO)C(=O)Cc2cc(NC(=O)Nc3ccccc3)ccc2O[C@@H]1CN(C)S(=O)(=O)c1ccc(F)cc1	·	2.1
17	Cc1noc(C)c1NC(=O)N(C)C[C@H]1Oc2ccc(NC(=O)Cc3ccccc3)cc2CC(=O)N([C@@H](C)CO)C[C@H]1C	·	-0.5
18	Cc1cc(O)c2c(c1)C(=O)OC2c1c(O)cccc1O (configuration not stated)	14.2	-0.1
19	COc1ccc(S(=O)(=O)Nc2ccc3c(c2)C(=O)N([C@@H](C)CO)C[C@H](C)[C@H](CN(C)Cc2ccncc2)O3)cc1	4.3	-0.3
20	C[C@@H]1CN([C@@H](C)CO)C(=O)c2cc(NC(=O)Nc3ccc(C(F)(F)F)cc3)ccc2O[C@H]1CN(C)Cc1ccc(C(=O)O)cc1	·	-0.7
21	COc1ccc([Si](C)(C)[C@H]2[C@H](CCO)O[C@@]3(C(=O)N(Cc4ccccc4)c4ccc(N5CCCCC5=O)cc43)[C@@H]2C)cc1	·	2.7
22	C[C@@H]1CCCCO[C@H](CN(C)C(=O)c2ccncc2)[C@H](C)CN([C@@H](C)CO)C(=O)c2cc(NC(=O)Cc3ccccc3)ccc2O1	-4.0	·
23	COc1c(C)c(OCC=C(C)C)cc(CO)c1CO	3.8	-4.9
24	CC(C)C#Cc1ccc2c(c1)O[C@@H](CN(C)Cc1ccncc1)[C@H](C)CN([C@H](C)CO)S2(=O)=O	-51.5	·
25	C[C@H]1CN([C@@H](C)CO)C(=O)c2cccc(NC(=O)c3ccncc3)c2O[C@@H]1CN(C)S(=O)(=O)c1cn(C)cn1	-2.7	·

An excerpt of these results, screen by screen.
5	Clc1cc(Cl)c2nc(Oc3cccc(N4CCOCC4)c3)sc2c1
6	CCN1CCN(Cc2c(C)[nH]c3ccc(Cl)cc3c2=O)CC1

screen / no.	5	6
p53 PUMA act	15.8	-12.9
STK33 kin inh	·	0.2

Back to the main list with the five entries that preceded the break.
cpd	Structure	p53 PUMA act	STK33 kin inh
21	COc1ccc([Si](C)(C)[C@H]2[C@H](CCO)O[C@@]3(C(=O)N(Cc4ccccc4)c4ccc(N5CCCCC5=O)cc43)[C@@H]2C)cc1	·	2.7
22	C[C@@H]1CCCCO[C@H](CN(C)C(=O)c2ccncc2)[C@H](C)CN([C@@H](C)CO)C(=O)c2cc(NC(=O)Cc3ccccc3)ccc2O1	-4.0	·
23	COc1c(C)c(OCC=C(C)C)cc(CO)c1CO	3.8	-4.9
24	CC(C)C#Cc1ccc2c(c1)O[C@@H](CN(C)Cc1ccncc1)[C@H](C)CN([C@H](C)CO)S2(=O)=O	-51.5	·
25	C[C@H]1CN([C@@H](C)CO)C(=O)c2cccc(NC(=O)c3ccncc3)c2O[C@@H]1CN(C)S(=O)(=O)c1cn(C)cn1	-2.7	·
26	C[C@@H]1CN([C@@H](C)CO)C(=O)c2cc(Br)cnc2O[C@H]1CN(C)C(=O)Nc1ccccc1	5.0	·
27	C[C@H](CO)N1C[C@H](C)[C@H](CN(C)Cc2ccc(C(F)(F)F)cc2)Oc2c(NS(=O)(=O)c3cn(C)cn3)cccc2C1=O	3.1	·
28	Cc1noc(C)c1S(=O)(=O)N(C)C[C@H]1Oc2ccc(NC(=O)C3CCCCC3)cc2CC(=O)N([C@H](C)CO)C[C@@H]1C	-3.2	·
29	Cc1ccc(S(=O)(=O)Nc2ccc3c(c2)CC(=O)N([C@H](C)CO)C[C@@H](C)[C@H](CN(C)Cc2ccc(Oc4ccccc4)cc2)O3)cc1	·	6.8
30	Cc1ccc(S(=O)(=O)N(C)C[C@@H]2Oc3ncc(C#Cc4ccccc4)cc3C(=O)N([C@H](C)CO)C[C@@H]2C)cc1	·	4.6
31	Cc1cccc(N(CC(=O)O)S(C)(=O)=O)c1C	-15.0	-0.2
32	C[C@H](CO)N1C[C@H](C)[C@H](CN(C)Cc2ccc(Oc3ccccc3)cc2)Oc2ccc(NC(=O)CCC(F)(F)F)cc2CC1=O	·	-0.5
33	O=C(NCc1ccco1)c1cncc(Br)c1	-10.7	3.6
34	C[C@H]1O[C@@H](O[C@H]2C[C@H]3C(=O)C[C@]4(C)C(=CCC5[C@@]6(C)CC[C@H](O[C@@H]7OC[C@@H](O)[C@H](O)[C@H]7O)[C@@](C)(C=O)C6CC[C@]54C)[C@@H]3CC2(C)C)[C@H](O)[C@@H](O)[C@@H]1O[C@@H]1O[C@H](C(=O)O)[C@@H](O)[C@H](O)[C@H]1O (some centres not stated)	-0.2	-1.8
35	C[C@@H]1CCCCO[C@H](CN(C)Cc2ccc3c(c2)OCO3)[C@H](C)CN([C@@H](C)CO)C(=O)c2cc(NS(=O)(=O)c3ccccc3)ccc2O1	-13.2	·
36	Cc1noc(C)c1NC(=O)Nc1ccc2c(c1)CC(=O)N([C@@H](C)CO)C[C@H](C)[C@@H](CN(C)CC1CC1)O2	·	-10.4
37	COc1ccc(Cl)cc1C(=O)NCCc1ccc(S(=O)(=O)NC(=O)NC2CCCCC2)cc1	·	1.1
38	CNC[C@@H]1Oc2ccc(NC(=O)Cc3ccccc3)cc2CC(=O)N([C@@H](C)CO)C[C@@H]1C	0.1	-2.6
39	C[C@H](CO)N1C[C@H](C)[C@H](CN(C)C(=O)Nc2cccc3ccccc23)Oc2ccc(NC(=O)NC3CCCCC3)cc2CC1=O	-14.0	·
40	Cc1sc(NC(=O)c2ccccc2)c(C(=O)NCc2cccnc2)c1C	7.8	-2.4
41	Cc1nnc(NC2(C(F)(F)F)C(=O)Nc3c2c(=O)n(C)c(=O)n3C)s1 (configuration not stated)	-3.9	-2.3
42	CC1CC[C@]2(C(=O)O)CC[C@]3(C(=O)O)C(=CCC4[C@@]5(C)CC[C@H](OC6OC(C)C(O)C(OC7OC(CO)C(O)C(O)C7O)C6O)C(C)(C)C5CC[C@]43C)C2C1C (some centres not stated)	·	-4.7
43	COc1cccc(S(=O)(=O)N(C)C[C@@H]2Oc3ncc(C#Cc4ccccc4)cc3C(=O)N([C@H](C)CO)C[C@@H]2C)c1	·	7.2
44	C[C@H](CO)N1C[C@H](C)[C@H](CN(C)Cc2ccc(C(=O)O)cc2)Oc2ccc(NC(=O)Cn3cnnn3)cc2CC1=O	·	0.9
45	C[C@@H]1CCCCO[C@@H](CN(C)C(=O)Nc2ccc(C(F)(F)F)cc2)[C@@H](C)CN([C@H](C)CO)C(=O)c2cc(NC(=O)Nc3ccccc3)ccc2O1	·	0.8
46	COc1ccc([Si](C)(C)[C@@H]2[C@@H](CCn3cc([C@H](O)c4ccccc4)nn3)O[C@]3(C(=O)N(Cc4cccc(N5CCC5=O)c4)c4ccccc43)[C@H]2C)cc1	·	3.0
47	CNC[C@@H]1Oc2c(NC(=O)c3ccc(-c4nccs4)cc3)cccc2C(=O)N([C@H](C)CO)C[C@@H]1C	1.4	·
48	C[C@@H]1CCCCO[C@H](CN(C)Cc2ccc3c(c2)OCO3)[C@@H](C)CN([C@H](C)CO)C(=O)c2cc(NC(=O)Nc3ccc4c(c3)OCO4)ccc2O1	·	0.0
49	Cc1ccccc1NC(=O)CSc1nnc(C23CC4CC(CC(C4)C2)C3)o1	18.1	-1.1
50	C[C@@H]1CCCCO[C@@H](CN(C)C(=O)c2ccncc2)[C@H](C)CN([C@@H](C)CO)C(=O)c2cc(N(C)C)ccc2O1	-8.1	·
51	COc1ccc(OC)c(NC(=O)CSc2nc(N)c(-c3ccccc3)c(=O)[nH]2)c1	-0.4	-2.2
52	CNC[C@@H]1Oc2ccc(NC(=O)C3CC3)cc2C(=O)N([C@@H](C)CO)C[C@@H]1C	5.3	-0.6
53	C/C=C(/C)C(=O)O[C@H]1[C@H](OC(=O)/C=C/c2ccccc2)[C@@]23C(CC1(C)C)[C@]1(CCC4[C@@]5(C)CC[C@H](O[C@@H]6O[C@H](C(=O)O)[C@@H](O)[C@H](O[C@@H]7O[C@H](CO)[C@H](O)[C@H](O)[C@H]7O[C@@H]7O[C@@H](C)[C@H](O)[C@@H](O)[C@H]7O[C@@H]7OC[C@](O)(CO)[C@H]7O)[C@H]6O[C@@H]6O[C@H](CO)[C@H](O)[C@H](O)[C@H]6O)C(C)(C)C5CC[C@@]4(C)[C@]1(C)C[C@H]2O)O[C@H]3O (some centres not stated)	·	-1.7
54	C[C@@H]1CN([C@H](C)CO)C(=O)c2cc(NS(=O)(=O)c3cn(C)cn3)ccc2O[C@H]1CN(C)Cc1ccc(Oc2ccccc2)cc1	·	0.7
55	COc1ccccc1-c1ccc2c(c1)O[C@@H](CN(C)C(=O)c1cccnc1)[C@H](C)CN([C@H](C)CO)S2(=O)=O	14.0	·
56	CC(C)NC(=O)Nc1ccc2c(c1)C(=O)N([C@@H](C)CO)C[C@H](C)[C@@H](CN(C)Cc1ccc(C(F)(F)F)cc1)O2	·	-0.3
57	Cc1ncn2cc(-c3ccc(Cl)cc3Cl)[nH]c(=O)c12	-33.1	·
58	Cc1noc(C)c1NC(=O)Nc1ccc2c(c1)CC(=O)N([C@@H](C)CO)C[C@H](C)[C@H](CN(C)S(=O)(=O)c1ccc(F)cc1)O2	·	1.1
59	C[C@@H]1CCCCO[C@H](CN(C)S(C)(=O)=O)[C@@H](C)CN([C@H](C)CO)C(=O)c2cc(NC(=O)NC3CCCCC3)ccc2O1	·	-4.3
60	CNC[C@@H]1Oc2ccc(NS(=O)(=O)c3ccccc3)cc2CC(=O)N([C@@H](C)CO)C[C@@H]1C	9.8	-1.0
61	C=CCN1C(=O)[C@]2(O[C@H](CCn3cc(CCO)nn3)[C@@H]([Si](C)(C)c3ccc(OC)cc3)[C@@H]2C)c2ccccc21	·	4.1
62	COc1ccccc1-c1cc(C(F)F)n2ncc(C(=O)NCc3cccnc3)c2n1	-2.1	2.0
63	CC(C)NC(=O)Nc1cccc2c1O[C@H](CN(C)S(=O)(=O)c1cccs1)[C@H](C)CN([C@H](C)CO)C2=O	-2.3	·
64	C[C@H]1CN([C@@H](C)CO)C(=O)c2cc(NC(=O)c3ccncc3)ccc2O[C@@H]1CN(C)C	3.2	·
65	Cc1ccc(Nc2nc(Nc3ccc(C)cc3)nc(Sc3nnc(C)s3)n2)cc1	19.2	0.0
66	C[C@@H]1CCCCO[C@H](CN(C)CC2CCCCC2)[C@@H](C)CN([C@H](C)CO)C(=O)c2cc(NS(=O)(=O)c3ccccc3)ccc2O1	·	0.1
67	O=C(Nc1ccc(I)cc1C(=O)NCc1cccnc1)c1ccc(Cl)cc1Cl	6.0	2.5
68	NC(N)=NC(N)=NCCc1ccccc1	-10.1	-0.2
69	Cn1c(=O)c2c(nc(NCc3cccnc3)n2Cc2ccc(Cl)cc2Cl)n(C)c1=O	-15.8	3.7
70	COc1ccc(C)cc1N(CC(=O)Nc1c(C)n(C)n(-c2ccccc2)c1=O)S(C)(=O)=O	-6.8	1.7
71	Cc1noc(C)c1NC(=O)Nc1cccc2c1O[C@@H](CN(C)Cc1ccccc1)[C@H](C)CN([C@H](C)CO)C2=O	11.1	·
72	CCC(Sc1nncn1C)C(=O)Nc1ccc(-c2nc3ccc(C)cc3s2)cc1 (configuration not stated)	21.5	1.5
73	Cc1noc(C)c1NC(=O)N(C)C[C@@H]1OCCCC[C@@H](C)Oc2ccc(NS(=O)(=O)c3cccs3)cc2C(=O)N([C@@H](C)CO)C[C@H]1C	8.0	·
74	Cc1cc(Br)ccc1NC(=O)C(=O)NCCCN1CCOCC1	-3.9	-2.6
75	O=C(CC1(O)C(=O)N(Cc2cccc3ccccc23)c2ccccc21)c1ccco1 (configuration not stated)	5.1	0.7
76	COCCOC(=O)N1C(=O)[C@@]2(c3cc(C#Cc4ccc(OC)cc4)ccc31)[C@H](C(=O)N1CCCCCCC1)[C@H]1C(=O)O[C@H](c3ccccc3)[C@H](c3ccccc3)N1[C@@H]2c1ccc(O)cc1	·	10.4

Screens from PubChem.
